Bioassay records deposited in PubChem BioAssay by several laboratories.
DAX1 inh-1 – inhibits human nuclear receptor DAX1; HEK293 Gal4-DAX1 luciferase reporter, luminescence; inhibition, % at 6.75 µM; 340,000 compounds, 0.99% hits; AID 504766; P51843;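 active means inhibition above the mean over all tested compounds plus 3 SD, cut at about 4.2% in these data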;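 further: 0% = DAX1-transfected cells with DMSO and 100% = empty-vector control cells with DMSO; inhibition shows as a rise in luminescence from relieved DAX1 repression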
FXN GAA850 act – activators of GAA850 frataxin (FXN) promoter; HEK293 lucGAA850 FXN promoter luciferase reporter, 24 h; percent of 10 µM SAHA response; activation, % at 6 µM; 360,000 compounds, 0.56% hits;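 active means activation above the average of all compounds screened plus 3 SD, cutoff fixed separately per campaign, cut at about 7.5% in these data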;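 further: 0% = DMSO wells and 100% = 10 µM SAHA wells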
GC-A act – GC-A (human) enzyme activation; 370,000 compounds, 0.14% hits; HEK293 GC-A cells, cGMP TR-FRET, EC30 ANP; 0% at EC30 ANP, 100% saturating ANP; P16066; AID 1671463; activation, % at 10 µM; in the data active means activation above about 40%
sPLA2-III inh – Inhibits HGIII-sPLA2 liposome hydrolysis, primary screen. QFRET BODIPY PC-A2 liposome hydrolysis, fluorescence. inhibition, % at 12.2 µM. 370,000 compounds, 0.56% hits;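 active means inhibition above mean plus 3 SD of compounds lying within the high and low control bounds, cut at about 19% in these data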;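 further: 0% = median of test compound wells and 100% = no enzyme DMSO wells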
KLK7 zymogen act – activators of human kallikrein-7 zymogen; P49862; purified proKLK7, EDANS-DABCYL substrate fluorescence; 100% is mature enzyme control, 0% vehicle; activation, % at 7 µM; 370,000 compounds, 0.9% hits;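 active means activation above the mean of all tested compounds plus 3 SD, computed per campaign excluding outliers beyond control limits, cut at about 13% in these data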
hgDAF-12 ag – activates the H. glycines DAF-12 receptor ligand-binding domain; activation, % at 6.8 µM; 370,000 compounds, 1.8% hits; HEK293 GAL4-hgDAF12 UAS-luciferase reporter, agonist luminescence; normalized to butyrate control;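 active means activation above a cutoff set at the mean of all screened compounds plus 3 SD, cut at about 10% in these data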;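 further: 0% = DMSO wells and 100% = sodium butyrate wells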
DAX1 inh-2 – DAX1 (NR0B1) inhibition, primary screen; HEK293T StAR-luciferase reporter, SF-1/DAX-1 repression relief; AID 652010; inhibition, % at 6.8 µM; 370,000 compounds, 1.1% hits;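 active means inhibition above the mean over all tested compounds plus 3 SD, cut at about 3.6% in these data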;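 further: 0% = DAX-1 cells with DMSO and 100% = cells lacking DAX-1 with DMSO; higher inhibition means more luminescence from relief of DAX-1 repression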
ssDAF-12 act – S. stercoralis DAF-12 activation, primary screen. HEK293 ssDAF-12/GRIP1 lit1-tk-luc reporter, luminescence; % of 3 µM dafachronic acid response. activation, % at 6.8 µM. 370,000 compounds, 1% hits. AID 652126;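 active means activation above the mean over all tested compounds plus 3 SD, cut at about 0.9% in these data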;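 further: 0% = DMSO-only wells and 100% = 3 µM delta7-dafachronic acid wells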
SMARCA2 activ – increases SMARCA2 function in MMTV reporter cells; MG213 cells, MMTV-luciferase reporter, dexamethasone, overnight; AID 652017; 370,000 compounds, 1% hits; activation, % at 9.1 µM; in the data active means activation above about 7.8%;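 further: 0% = vehicle wells and 100% = reference activator wells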
GC-B act – GC-B (human) receptor activation; P20594; HEK293-GC-B cells, CNP EC30, cGMP TR-FRET; 0% at EC30 CNP, 100% saturating CNP; activation, % at 10 µM; 370,000 compounds, 0.11% hits; AID 1920062;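 active means activation at 10 µM reaching about 35% in either raw or pattern-adjusted values, limit read from the data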
Target sequence (P20594 whole entry, looked up): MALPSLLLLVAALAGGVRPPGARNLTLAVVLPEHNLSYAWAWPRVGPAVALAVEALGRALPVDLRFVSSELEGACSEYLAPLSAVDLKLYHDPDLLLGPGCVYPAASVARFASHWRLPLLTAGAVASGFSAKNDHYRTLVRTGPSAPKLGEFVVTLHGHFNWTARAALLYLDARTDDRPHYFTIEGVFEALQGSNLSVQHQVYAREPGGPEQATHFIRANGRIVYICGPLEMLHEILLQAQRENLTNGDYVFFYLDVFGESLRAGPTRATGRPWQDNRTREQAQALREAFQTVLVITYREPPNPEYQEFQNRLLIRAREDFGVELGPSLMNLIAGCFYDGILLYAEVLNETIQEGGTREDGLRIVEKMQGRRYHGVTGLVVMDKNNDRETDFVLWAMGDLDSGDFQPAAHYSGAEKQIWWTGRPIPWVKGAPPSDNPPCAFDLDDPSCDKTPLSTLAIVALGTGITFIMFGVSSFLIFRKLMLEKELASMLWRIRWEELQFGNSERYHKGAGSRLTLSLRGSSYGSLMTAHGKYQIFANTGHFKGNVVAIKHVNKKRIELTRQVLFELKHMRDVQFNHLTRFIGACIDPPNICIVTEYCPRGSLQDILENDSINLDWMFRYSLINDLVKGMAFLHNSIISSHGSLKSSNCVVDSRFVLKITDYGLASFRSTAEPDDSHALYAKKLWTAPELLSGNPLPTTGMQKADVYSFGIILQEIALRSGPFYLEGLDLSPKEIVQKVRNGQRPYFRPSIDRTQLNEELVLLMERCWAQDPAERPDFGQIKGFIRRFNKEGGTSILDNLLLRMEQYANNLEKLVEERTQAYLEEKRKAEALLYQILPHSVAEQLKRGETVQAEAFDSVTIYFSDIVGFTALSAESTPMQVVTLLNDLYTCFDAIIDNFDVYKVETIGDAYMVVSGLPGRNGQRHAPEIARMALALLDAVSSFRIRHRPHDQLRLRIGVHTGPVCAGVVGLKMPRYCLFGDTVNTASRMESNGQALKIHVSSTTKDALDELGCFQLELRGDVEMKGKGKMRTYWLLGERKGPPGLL
hcDAF12 agonist – H. contortus DAF-12 activation, primary screen; HEK293 hcDAF-12 lit1-tk-luc reporter, luminescence; 0% DMSO, 100% Δ7-dafachronic acid; 370,000 compounds, 1.4% hits; activation, % at 6.8 µM; AID 652067;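 active means activation above the mean of all tested compounds plus 3 SD, cut at about 5.5% in these data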;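 further: 100% = response to 3 µM Δ7-dafachronic acid high control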
Active calls of the source: *; . = not tested or not shown.

Structure,DAX1 inh-1,FXN GAA850 act,GC-A act,sPLA2-III inh,KLK7 zymogen act,hgDAF-12 ag,DAX1 inh-2,ssDAF-12 act,SMARCA2 activ,GC-B act,hcDAF12 agonist
CN(C)S(=O)(=O)c1cc(NC(=O)c2cc(=O)c3ccccc3o2)ccc1Cl,-0.5,-0.4,0,-5,1.0,2.5,0.0,-0.5,0,1,-0.1
CCN(C(=O)Cc1cccs1)c1nnc(-c2cc(OC)c(OC)c(OC)c2)s1,-0.8,1.7,11,-44,-2.0,0.7,-0.4,-1.0,-5,3,-1.1
CN(C)S(=O)(=O)N1CCN(CC(=O)Nc2ccc(Br)cc2)CC1,-0.1,-1.7,-4,5,-0.2,0.1,-0.2,-1.6,-2,6,-0.8
COc1c(Cl)cnn(-c2ccccc2)c1=O,0.2,1.7,4,-9,0.2,-2.2,-0.3,-1.6,1,3,-0.3
COc1ccc(NC(=O)Cn2c(=O)n(CC(=O)NCc3ccco3)c(=O)c3ccccc32)cc1,-0.6,0.2,2,1,-0.3,-3.2,-0.8,-0.9,-3,2,-2.2
O=C(CSc1nc2ccccc2[nH]1)N1CCCCC1,2.0,2.1,5,5,0.0,6.1,2.6,-0.9,7,-2,0.8
CSc1nc(N)nc(-c2cccs2)c1C#N,1.5,3.2,3,-5,0.7,2.7,-0.2,-0.8,1,-7,-0.3
Cc1ccc(F)cc1NCC(=O)Nc1ccc(Cl)cc1F,0.2,1.7,4,16,-0.1,-0.8,0.1,-2.0,1,-1,-1.1
Cc1ccc(N(Cc2ccco2)C(=O)c2cccc(S(=O)(=O)N(C)C)c2)cc1,-1.6,2.2,0,-4,-0.1,-2.5,-0.9,-1.1,1,-5,-1.2
O=c1[nH]cnc2c1sc1nc3c(c(-c4ccc(Cl)cc4)c12)CCC3,0.3,1.7,3,-6,-0.5,-1.2,0.5,-0.9,1,-3,-0.8
O=S(=O)(NCc1ccc(F)cc1)c1cc(Br)ccc1Br,-1.3,-0.8,4,-11,0.0,1.0,-0.2,-0.9,0,5,-1.4
COc1ccccc1CNC(=O)CSc1ncc(C(=O)Nc2ccccc2)c(=O)n1C,1.8,0.6,3,10,0.5,0.6,-2.0,-0.4,1,-6,1.5
C[C@@H]1CN([C@@H](C)CO)C(=O)CCCn2nncc2CO[C@@H]1CN(C)S(=O)(=O)c1ccccc1C#N,-0.3,-1.6,1,1,-0.7,3.1,1.4,-0.2,-5,2,1.6
O=C(CSCc1ccc(Cl)c(Cl)c1)Nc1c[nH]c(=O)[nH]c1=O,-1.1,2.4,0,9,-0.2,-0.2,0.5,-0.8,2,0,-1.2
Cc1ccc(Oc2nn[nH]n2)cc1,1.7,0.5,5,3,-0.2,3.1,0.0,-1.0,0,5,0.5
COc1cc(C(=O)NCc2cn3cccc(C)c3n2)cc(OC)c1OC,0.7,-0.8,2,-1,0.2,-0.7,0.6,-1.2,-2,5,-1.6
Cc1ccccc1OCC(O)CN1CCN(CCN2C(=O)c3cccc4cccc(c34)C2=O)CC1 (stereo unspecified),-1.6,-1.0,3,-18,1.2,-3.8,-0.2,-2.2,3,4,-2.0
Cc1c(CCC(=O)O)c(=O)oc2cc3occ(-c4ccc(F)cc4)c3cc12,-0.7,-0.2,-2,-15,-0.5,-2.1,0.5,-1.2,-4,1,-2.2
CC(NC(=S)NNS(=O)(=O)c1ccc(C(C)(C)C)cc1)c1ccccc1 (stereo unspecified),-1.0,-0.8,2,-5,0.9,-0.3,0.1,-0.6,-2,3,-0.5
CCCN(CCC)C(=O)CC(c1ccccc1)c1ccco1 (stereo unspecified),2.4,-0.6,-9,-12,-0.1,1.0,-0.1,-1.2,0,-6,-0.2
O=C(COc1ccc(Br)cc1)Nc1cc(S(=O)(=O)N2CCCCC2)ccc1N1CCCCC1,1.6,-0.8,-3,4,0.1,1.8,-0.3,-0.8,-1,3,0.6
C=C1C(=O)[C@]23C[C@H]1CCC2[C@]1(C)CCC[C@@](C)(C(=O)O)C1C[C@@H]3O (stereo partly specified),.,.,13,3,0.4,3.3,-5.8,-0.9,-1,2,-2.7
COc1ccc(C(=O)NCC(=O)NCc2ccncc2)cc1,0.2,2.0,-2,0,0.7,-1.2,-0.4,-0.9,-2,2,-1.6
O=C(CSc1nnc(C2CC2)n1CC1CCCO1)Nc1ccc(Cl)cc1 (stereo unspecified),-0.7,0.6,2,1,0.1,0.9,0.4,-1.1,1,-5,0.5
CCN1CCN(C2=C(NS(=O)(=O)c3ccc(Br)cc3)C(=O)c3ccccc3C2=O)CC1,1.6,0.3,-4,0,0.2,-3.4,-4.0,-1.1,-1,-3,-1.0
COc1ccc(/C=C2\Oc3cc(OCC(=O)N4CC(O)C[C@H]4C(=O)O)ccc3C2=O)c(OC)c1OC (stereo partly specified),-2.2,1.0,6,1,1.2,1.2,0.1,-1.6,2,8,-2.8
Nc1cc(OC(=O)c2cccs2)nn1S(=O)(=O)c1ccccc1,0.0,1.4,11,-8,-0.4,0.6,-0.3,-0.9,0,5,-1.5
NC(=O)CC1SC(N)=NC1=O (stereo unspecified),-0.1,-1.2,1,-7,0.2,0.2,-0.7,-1.2,-3,6,0.3
COc1ccc(C2=NS(=O)(=O)N(C)C(C(=O)NC3CCCCC3)=C2)cc1,0.3,0.6,5,-5,1.2,-2.7,-1.0,-1.5,1,11,-2.2
COc1cc(NC(=O)c2cc(C)no2)cc(OC)c1OC,-0.8,2.5,2,3,0.0,-0.6,-0.5,-1.1,-1,5,0.8

Arranged by count of non-hydrogen atoms (largest number first): some entries from above.
Structure,DAX1 inh-1,FXN GAA850 act,GC-A act,sPLA2-III inh,KLK7 zymogen act,hgDAF-12 ag,DAX1 inh-2,ssDAF-12 act,SMARCA2 activ,GC-B act,hcDAF12 agonist
C[C@@H]1CN([C@@H](C)CO)C(=O)CCCn2nncc2CO[C@@H]1CN(C)S(=O)(=O)c1ccccc1C#N,-0.3,-1.6,1,1,-0.7,3.1,1.4,-0.2,-5,2,1.6
CC(NC(=S)NNS(=O)(=O)c1ccc(C(C)(C)C)cc1)c1ccccc1 (stereo unspecified),-1.0,-0.8,2,-5,0.9,-0.3,0.1,-0.6,-2,3,-0.5
NC(=O)CC1SC(N)=NC1=O (stereo unspecified),-0.1,-1.2,1,-7,0.2,0.2,-0.7,-1.2,-3,6,0.3

Next compounds follow:
Structure,DAX1 inh-1,FXN GAA850 act,GC-A act,sPLA2-III inh,KLK7 zymogen act,hgDAF-12 ag,DAX1 inh-2,ssDAF-12 act,SMARCA2 activ,GC-B act,hcDAF12 agonist
O=C(COC(=O)c1cc([N+](=O)[O-])ccc1N1CCOCC1)Nc1ccccc1OC(F)F,-1.2,0.2,22,2,1.0,-4.0,-2.5,-1.7,-3,31,-1.6
O=C(CN1C(=O)NC2(CCSC2)C1=O)N1CCN(c2ccc(F)cc2)CC1 (stereo unspecified),0.6,-2.5,0,5,0.0,0.8,0.8,-1.1,-2,-2,-0.2
O=S(=O)(Cc1ccccc1)Nc1ccc(S(=O)(=O)NCC2CCCO2)cc1 (stereo unspecified),-0.6,4.4,-4,0,0.1,-0.5,-0.4,-1.1,0,3,-1.1
CCOc1ccc(NC(=O)NCc2ccco2)cc1,0.2,0.9,4,2,0.2,2.7,0.3,-0.7,2,4,0.5
COc1cccc(C(=O)Nc2ccc(N3CCN(S(C)(=O)=O)CC3)cc2)c1,-1.2,3.0,-1,-4,0.1,4.4,0.9,-0.8,3,2,2.9
COc1ccc(NC(=O)CSc2nc3c(c(=O)n2-c2ccccc2OC)SCC3)cc1,-0.4,-0.8,1,-1,0.3,1.2,-0.2,-1.5,-2,-5,2.3
Cc1ccc(N2C(=O)c3ccccc3C2Nc2ccc(S(=O)(=O)N3CCOCC3)cc2)nc1 (stereo unspecified),0.8,6.2,-2,11,0.2,3.0,0.6,-0.7,3,1,1.9
CCn1c(=O)c(CCC(=O)NCCN2CCOCC2)c(C)c2c(C)nn(-c3cccc(C)c3)c21,-0.5,1.0,-6,-2,-0.3,-0.8,0.2,-0.8,-2,-10,-1.0
Cc1cccc(C(=O)NC2CC3CCCC(C2)N3Cc2ccccc2)c1 (stereo unspecified),1.5,0.7,-5,4,-0.1,-0.1,-0.2,-1.3,1,0,-1.0
Cc1cc(C)nc(SC(C)CNS(=O)(=O)c2ccccc2)n1 (stereo unspecified),0.7,1.3,2,3,0.3,-1.0,-0.3,-1.4,-1,-4,-0.6
CSc1ncccc1C(=O)Nc1nccs1,-0.6,0.9,3,1,0.4,-4.2,0.6,-1.1,-2,1,1.6
CS(=O)(=O)Nc1ccc2c(c1)ncn2CCc1ccccc1,0.6,2.0,-19,-6,0.3,-0.7,-0.2,-0.9,-1,0,0.5
COc1ccc(C(=O)NC(CO)c2nnc(SCc3ccc(Cl)c(Cl)c3)n2C)cc1 (stereo unspecified),-0.3,-0.6,-29,-12,-0.1,-2.1,-0.7,-0.2,-2,-12,-1.8
O=C(COC(=O)c1cc(Cl)ccc1O)NCC1CCCO1 (stereo unspecified),-0.4,0.7,3,6,46*,-0.4,0.9,-0.7,-1,-3,0.1
OCCNCc1cc(Br)ccc1OCc1ccccc1Cl,-1.4,-0.9,-31,-5,0.4,-2.1,-0.7,-1.6,-1,-29,-2.9
Cc1cc(NC(=O)c2cccs2)n(-c2ccccc2)n1,-0.3,0.5,2,1,-0.6,-2.5,-0.6,-0.4,-2,3,-2.4
c1ccc(-c2ccc3c(n2)CCCN3Cc2ccccn2)cc1,.,.,2,1,11,8.2,1.4,-0.2,8.9*,5,2.9
O=C(Nc1ccnn1C1CCN(Cc2cccc(F)c2F)CC1)C1CCCC1,-0.1,0.4,0,-5,0.9,1.6,-1.3,-0.7,-1,-1,-1.4
